TRPC4 potent: TRPC4 (mouse) allosteric potentiation; Q9QUQ5; HEK293 TRPC4beta/mu-opioid, DAMGO EC20, Fluo-4 Ca2+ flux; hits give high values; B-score at 10 µM; 310,000 tested, 0.42% active; AID 2227;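 active means B-score of calcium response area above 5 SD of library B-scores, with initial fluorescence ratio within 5 SD of library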;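 further: B-score of integrated fluorescence ratio over time as area under calcium response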
MrgX1 antag: human MrgX1 receptor antagonism, primary screen; Q96LB2; MRGX1-HEK293 calcium flux, Fluo-4, BAM8-22 antagonism; hits give low values; B-score at 10 µM; 310,000 tested, 1.3% active; AID 588676;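 active means calcium-response B-score plate-corrected more than 3 library SD below zero, starting fluorescence within 5 deviations, no agonist response on first addition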;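 further: peak minus trough fluorescence over baseline after final BAM8-22 challenge near maximal dose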
MrgX1 PAM: allosterically activates human MrgX1 receptor signaling; B-score at 10 µM; Q96LB2; 310,000 tested, 0.63% active; AID 588675; MrgX1-HEK293, Fluo-4 calcium flux, FDSS; hits give high values;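 active means plate-corrected calcium response at least 3 library SD above typical, normal starting fluorescence, not activating the receptor alone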;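 further: compound read alongside a low EC10 to EC30 dose of BAM8-22 agonist; peak minus trough fluorescence over baseline measured at the second addition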
ANO1 block: inhibitors of mouse TMEM16A calcium-activated chloride channel. Q8BHY3. HEK293 TMEM16A/YFP iodide influx fluorescence, ionomycin. normalized B-score (activity score, 25-100; higher = stronger inhibition) at 10 µM. 310,000 tested, 1.2% active;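 active means ratio plate-corrected score three or more library SD toward inhibition, starting fluorescence score within five deviations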;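 further: score derived from kinetic fluorescence span divided by baseline fluorescence per well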
Target sequence (Q8BHY3 whole entry, looked up): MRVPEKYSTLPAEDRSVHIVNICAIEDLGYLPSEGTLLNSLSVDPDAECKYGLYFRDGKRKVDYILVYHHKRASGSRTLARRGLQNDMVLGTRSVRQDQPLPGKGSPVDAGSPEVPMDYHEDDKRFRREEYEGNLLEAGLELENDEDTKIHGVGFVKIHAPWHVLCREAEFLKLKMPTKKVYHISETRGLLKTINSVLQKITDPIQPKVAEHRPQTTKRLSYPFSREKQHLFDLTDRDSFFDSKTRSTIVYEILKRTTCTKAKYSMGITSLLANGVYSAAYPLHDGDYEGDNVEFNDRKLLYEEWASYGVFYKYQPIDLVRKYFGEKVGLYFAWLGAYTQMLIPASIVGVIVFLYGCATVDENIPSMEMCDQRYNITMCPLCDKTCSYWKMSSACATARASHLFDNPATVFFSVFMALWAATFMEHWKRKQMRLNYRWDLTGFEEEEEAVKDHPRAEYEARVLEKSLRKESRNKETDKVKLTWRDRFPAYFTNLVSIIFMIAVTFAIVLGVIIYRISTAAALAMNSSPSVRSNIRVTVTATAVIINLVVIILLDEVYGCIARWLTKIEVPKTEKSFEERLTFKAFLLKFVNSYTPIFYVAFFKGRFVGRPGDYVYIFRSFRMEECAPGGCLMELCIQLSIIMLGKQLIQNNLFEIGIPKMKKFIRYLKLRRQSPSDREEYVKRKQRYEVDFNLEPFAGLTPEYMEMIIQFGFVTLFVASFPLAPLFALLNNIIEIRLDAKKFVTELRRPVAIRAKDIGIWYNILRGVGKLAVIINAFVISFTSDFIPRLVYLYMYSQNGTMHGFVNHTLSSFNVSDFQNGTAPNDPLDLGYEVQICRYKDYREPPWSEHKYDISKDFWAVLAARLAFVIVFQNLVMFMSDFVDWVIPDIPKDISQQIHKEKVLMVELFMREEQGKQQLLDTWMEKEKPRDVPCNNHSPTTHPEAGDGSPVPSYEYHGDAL
TRPC6 activator: mouse TRPC6 channel activation | Q61143 | HEK293-TRPC6 membrane potential dye fluorescence; hits give high values | B-score at 10 µM | 310,000 tested, 0.13% active;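 active means B-score of the integrated fluorescence ratio above library mean plus 3 SD, and starting fluorescence ratio within library mean plus 5 SD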;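 further: higher score means more depolarization so channel activation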
TMEM16A act: activators or potentiators of mouse TMEM16A chloride channel; Q8BHY3; HEK293 TMEM16A/YFP-H148Q/I152L, iodide quench fluorescence; hits give low values; B-score at 10 µM; 340,000 tested, 0.3% active; AID 623877;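 active means fluorescence-ratio B-score plate-corrected deviation score at least 3 library SD below zero, with starting fluorescence score within 5 deviations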;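 further: channel opened by trigger with iodide after compound preincubation; score built on the fluorescence ratio of max minus min over baseline; more negative score means more quench and so TMEM16A activation or potentiation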
TRPC6 inhibitor: blocks the mouse TRPC6 cation channel; B-score at 10 µM; HEK293-TRPC6, membrane potential dye, ACh-evoked depolarization; hits give low values; 310,000 tested, 1.1% active; Q61143;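 active means B-score under library mean minus 3 SD, initial fluorescence not abnormally high, positive integrated signal ratio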;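 further: B-score derived from integrated fluorescence ratio over the kinetic read; more negative B-score means stronger inhibition of depolarization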
MrgX1 ag: human MrgX1 receptor agonism, primary screen; Q96LB2; MrgX1-HEK293 cells, Fluo-4 calcium fluorescence, agonist mode; hits give high values; B-score at 10 µM; 310,000 tested, 0.44% active;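 active means calcium response B-score plate-corrected fluorescence ratio at least 3 library SD, with starting fluorescence B-score inside 5 SD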
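Material: HEK293 cells stably expressing human MrgX1 receptor | Quantity: 15,000 cells per well | Times: Cells plated overnight, dye loaded 0.5 h 37 °C, 0.5 h room temperature | Measured by: Kinetic Fluo-4 NW fluorescence of intracellular calcium | Control set: Positive and negative controls per plate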
TRPC4 agonist: activators of mouse TRPC4 channel; Q9QUQ5; HEK293 TRPC4beta/mu-opioid, Fluo4 calcium fluorescence; hits give high values; B-score at 10 µM; 310,000 tested, 0.49% active; AID 2237;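 active means B-score above 5 SD of library B-scores, and initial fluorescence ratio not above library mean plus 5 SD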;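 further: positive B-score marks a calcium rise read as TRPC4 activation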
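Material: HEK293 stable line with TRPC4beta plus mu-opioid receptor; technique: Fluo4 calcium-sensitive dye fluorescence, kinetic, 1 Hz baseline; timing: Fluo4 dye loading 45 min at room temperature, 110 s recording; controls: assay buffer as low control, maximal DAMGO as high control; read-out: integrated baseline-normalised fluorescence ratio, converted to per-well B score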
RGS4 block: human RGS4 inhibition | 310,000 tested, 0.45% active | HEK293 M3R/RGS4 inducible, Fluo-4 calcium flux; hits give high values; triggered by carbachol at its EC20 | AID 463165 | P49798 | B-score at 10 µM;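 active means B-score, a plate-corrected calcium signal, over three deviations above library mean, with baseline fluorescence within five deviations of library mean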;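 further: RGS4 expression induced by doxycycline in cells with stable M3 receptor; B-score is computed from the integrated fluorescence ratio over baseline after carbachol; higher B-score means a larger calcium signal and so more RGS4 inhibition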
TRPC4 block: TRPC4 (mouse) channel inhibition; Q9QUQ5; HEK293 TRPC4beta/mu-opioid, DAMGO-evoked Fluo4 calcium flux; hits give low values; B-score at 10 µM; 300,000 tested, 0.39% active;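 active means B-score over 3 SD under the library average, no early fluorescence shift, positive overall ratio signal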
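Assay system: TRPC4beta/mu-opioid receptor HEK293 cell line; compound dosing: single concentration per test compound; detection: Fluo4 Ca2+ flux fluorescence; evaluation: per-well B score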
Starred values were filed as active, the others as inactive; i = inactive; · = not tested or not shown.

SMILES	TRPC4 potent	MrgX1 antag	MrgX1 PAM	ANO1 block	TRPC6 activator	TMEM16A act	TRPC6 inhibitor	MrgX1 ag	TRPC4 agonist	RGS4 block	TRPC4 block
O=C(NCCc1ccccc1)C1CCCN1S(=O)(=O)c1ccc(Cl)cc1 (configuration not stated)	i	i	i	i	i	i	i	i	i	i	i
CC(C)(C)NCCOc1ccc(Br)cc1	i	i	i	i	i	i	i	i	i	i	i
CCCCOCCCNC(=O)c1ccccc1OCC	i	i	i	i	i	i	i	i	i	i	i
Cc1ccccc1OCC(O)Cn1c(SC(C)C)nc2c1c(=O)[nH]c(=O)n2C (configuration not stated)	i	i	i	i	i	i	i	i	i	i	i
C#CCOCCOCCOCCNc1nc(N2CCN(C(=O)[C@H]([C@@H](C)CC)n3cc([C@@H](N)CC(C)C)nn3)CC2)nc(N2CCN(C(=O)[C@H](Cc3cc4ccccc4[nH]3)n3cc([C@@H](N)Cc4ccc(O)cc4)nn3)CC2)n1	i	i	i	i	i	·	i	i	i	i	i
CCOc1ccccc1CNC(=O)C1CCC(=O)N1C(C)C (configuration not stated)	i	i	i	i	i	i	i	i	i	i	i
Cc1ccc(C(=O)NC(=S)N(C)C2CCCCC2)cc1	i	i	i	i	i	i	i	i	i	i	i
COCCN(C(=S)Nc1cc(C)cc(C)c1)C(C)c1cccnc1 (configuration not stated)	i	i	i	i	i	i	i	i	i	i	i
CCOc1ccc(-n2c(=O)[nH]c3sc4c(c3c2=O)CCCC4)cc1	i	i	i	i	i	i	i	i	i	i	i
Cc1ccc(C2CC(=O)Oc3cc(O)ccc32)cc1 (configuration not stated)	i	i	i	i	i	i	i	i	i	i	i
O=C(CN1C(=O)/C(=C\c2cccc(Cl)c2)Oc2ccccc21)N1CCN(c2ccccn2)CC1	i	i	i	i	i	·	i	i	i	i	i
Cc1ccc(NC(=O)c2nc[nH]c2C(=O)N[C@@H](CCCCNC(=O)OC(C)(C)C)C(=O)OC(C)(C)C)cc1	i	-9.5*	i	i	i	i	i	i	i	i	·
COC(=O)C1=C(N)OC2=C(C(=O)CC(C)(C)C2)C1c1ccccc1OC (configuration not stated)	i	i	i	i	i	i	i	i	i	i	i
CCn1c(=O)c([N+](=O)[O-])c(NCC2CCCO2)c2ccccc21 (configuration not stated)	i	i	i	i	i	i	i	i	i	i	i
Cc1cc(C(=O)Nc2c(C)nn(Cc3ccc(Cl)cc3)c2C)no1	i	i	i	i	i	i	i	i	i	i	i
Cc1cc(C)c2c(n1)sc1c(=O)n(-c3ccccc3)c(=O)[nH]c12	i	i	i	i	i	i	i	i	i	i	i
COCCCNC(=O)CCc1c(C)nc2c(c(C)nn2-c2ccccc2)c1C	i	i	i	i	i	i	i	i	i	i	i
CCc1nnc(NS(=O)(=O)c2ccc(NC(=S)NC(=O)c3ccc(Br)cc3)cc2)s1	i	i	i	i	i	i	i	i	i	i	i
O=C(c1cc(Sc2cccc(Cl)c2)nc2ccccc12)N1CCN(c2ccccn2)CC1	i	i	i	i	i	i	i	i	i	i	i
CCOC(=O)c1c(C)[nH]c(C=Nc2ccccc2)c1O	i	·	·	·	i	·	i	·	i	i	i
COc1ccc(C2C(C(=O)Nc3ccc4c(c3)OCCO4)c3ccccc3C(=O)N2C)cc1 (configuration not stated)	i	i	i	i	i	i	i	i	i	i	i
Cc1nnc(NC(=O)CSc2nc3c(c(=O)n2C)SC(C)C3)s1 (configuration not stated)	i	i	i	i	i	i	i	i	i	i	i
CCN1CCN(c2nc(SC)nc3sc4c(c23)CC(C)(C)OC4)CC1	i	·	·	·	i	i	i	·	i	i	i
O=C(Nc1cnn(C23CC4CC(CC(C4)C2)C3)c1)c1cnn2c(C(F)(F)F)cc(-c3ccco3)nc12	i	i	i	i	i	i	i	i	i	i	i
C/C(=N\NC(=O)c1ccc(Cl)cc1)c1ccc(Br)s1	i	i	i	i	i	i	i	i	i	i	i

Next section; it opens with the two that closed the last part.
SMILES	TRPC4 potent	MrgX1 antag	MrgX1 PAM	ANO1 block	TRPC6 activator	TMEM16A act	TRPC6 inhibitor	MrgX1 ag	TRPC4 agonist	RGS4 block	TRPC4 block
O=C(Nc1cnn(C23CC4CC(CC(C4)C2)C3)c1)c1cnn2c(C(F)(F)F)cc(-c3ccco3)nc12	i	i	i	i	i	i	i	i	i	i	i
C/C(=N\NC(=O)c1ccc(Cl)cc1)c1ccc(Br)s1	i	i	i	i	i	i	i	i	i	i	i
COc1ccc2cc(CCNC(=O)CCc3ccccc3)c(=O)[nH]c2c1	i	i	i	i	i	i	i	i	i	i	i
COC(=O)c1cc(C(=O)c2ccc(Cl)cc2)n2c(=O)/c(=C\N(C)C)sc12	i	i	i	i	i	i	i	i	i	i	i
Cc1occc1-c1nnc(SCC(=O)Nc2ccccc2)n1C(C)c1ccccc1 (configuration not stated)	i	i	i	i	i	i	i	i	i	i	i
O=C(CSc1oc(-c2ccco2)nc1S(=O)(=O)c1ccc(F)cc1)NCC1CCCO1 (configuration not stated)	i	i	i	i	i	i	i	i	i	i	i
COC(=O)c1ccccc1NC(=O)C(C)NS(=O)(=O)c1ccc(OC)cc1 (configuration not stated)	i	i	i	i	i	i	i	i	i	i	i
COc1cccc(-c2nn(-c3ccccc3)cc2C(=O)NCC(=O)O)c1	i	i	i	i	i	i	i	i	i	i	i
CC(=O)NC(c1ccccc1)c1cccnc1 (configuration not stated)	i	i	i	25*	i	i	i	i	i	i	i
Cc1ccc(/C=N/n2c(-c3ccco3)n[nH]c2=S)s1	i	i	i	i	i	i	i	i	i	i	i
CCOc1ccc(NC(=O)c2ccco2)cc1	i	i	i	i	i	i	i	i	i	i	i
CN(C)C(=O)N1CCN(C(=O)c2ccco2)CC1	i	i	i	i	i	i	i	i	i	i	i
CCCNC(=O)c1ccccc1NC(=O)c1ccc2c(=O)n3c(nc2c1)CCC3	i	i	i	i	i	i	i	i	i	i	i
CCOC(=O)C1=C(CSc2nc(C)cc(C)c2C#N)OC(N)=C(C#N)C1c1ccccc1 (configuration not stated)	i	i	i	i	i	i	i	i	i	i	i
COc1ccc(C(=O)O/N=C/c2ccc(S(=O)c3ccc(Cl)cc3)nc2)cc1 (configuration not stated)	i	i	i	i	i	i	i	i	i	i	i
CCN(Cc1cc2cc(OC)ccc2[nH]c1=O)C(=O)c1ccncc1	i	i	i	i	i	i	i	i	i	i	i
COc1cccc(-n2nnnc2SCC(=O)Nc2ccc(C(C)=O)cc2)c1	i	i	i	i	i	i	i	i	i	i	i
CCCCCOc1ccc(C(=O)CCC(=O)Nc2ccc(NC(C)=O)cc2)cc1	i	i	i	i	i	i	i	i	i	i	i
C=CCNC(=O)COC(=O)/C=C/c1cccs1	i	i	i	i	i	i	i	i	i	i	i
CC1CCCCN1C(=O)/C=C/c1ccccc1[N+](=O)[O-] (configuration not stated)	i	i	i	i	i	i	i	i	i	i	i
Cn1c(=O)c(C(=O)COC(=O)c2cc(-c3ccco3)nc3ccccc23)c(N)n(CC2CC2)c1=O	i	i	i	i	i	·	i	i	i	i	i
CCN(CC)N=Nc1cccc(NC(C)=O)c1	i	i	i	i	i	i	i	i	i	i	i
Cc1cc(C(=O)Nc2ccc(F)cc2C)cs1	i	i	i	i	i	i	i	i	i	i	i
Cc1cccc2sc(NC(=O)c3ccc(OCC4CCCO4)cc3)nc12 (configuration not stated)	i	i	i	i	i	i	i	i	i	i	i
CCOC(=O)c1cc(S(=O)(=O)N2CCc3ccccc32)cn1C	i	i	i	i	i	i	i	i	i	i	i
CCCn1c(SCC(=O)Nc2cccc(C(=O)OC)c2)nnc1-c1cccnc1	i	i	i	i	i	i	i	i	i	i	i
O=C(NCC1CC1)c1onc(CSc2ccc(F)c(F)c2)c1C(=O)NCC1CC1	i	i	i	i	i	i	i	i	i	i	i
SMILES	TRPC4 potent	MrgX1 antag	MrgX1 PAM	ANO1 block	TRPC6 activator	TMEM16A act	TRPC6 inhibitor	MrgX1 ag	TRPC4 agonist	RGS4 block	TRPC4 block
COc1ccc(/C=C2\CCCC(C(=O)C(F)(F)F)=C2O)cc1	i	i	i	i	i	i	i	i	i	i	i
Cc1cc2c(c(=O)n1CC1CCCO1)C(c1ccco1)C(C#N)=C(N)O2 (configuration not stated)	i	i	i	i	i	i	i	i	i	i	i
Cc1nnnn1/C(=C\c1ccccc1)C(=O)OCC(=O)Nc1ccc(Cl)cc1F	i	i	i	i	i	i	i	i	i	i	i
Cc1nc2c(oc3ccccc32)c(=O)o1	i	i	i	i	i	i	i	i	i	i	i
COc1ccc(N2CCN(C(=O)c3cccc(F)c3)CC2)c([N+](=O)[O-])c1	i	i	i	i	i	i	i	i	i	i	i
COc1ccc(Cc2nnc(N/N=C/c3ccc(O)cc3O)[nH]c2=O)cc1OC	i	i	i	i	i	i	i	i	i	i	i
COc1ccc(CC(=O)Nc2ccc3c(c2)CCC3)cc1OC	i	i	i	25*	i	i	i	i	i	i	i
O=C(O)CSc1cccc2cccnc12	i	i	i	i	i	i	i	i	i	i	i
COc1ccccc1OCC(=O)/C=C1/N(C)c2ccccc2C1(C)C	i	i	i	i	i	i	i	i	i	i	i
COc1ccc(C(=O)Nc2ccc3c(c2)nc(CCNC(=O)c2ccco2)n3C)cc1	i	i	i	i	i	i	i	i	i	i	i
O=C(Cc1ccccc1)NCC(=O)N1CCCC1	i	i	i	i	i	i	i	i	i	i	i
c1cncc(-c2nc(NCc3cccs3)c3ccccc3n2)c1	i	i	i	i	i	i	i	i	i	i	i
Cc1ccc([C@@H]2C[C@H]3CN(Cc4cccc(Cl)c4)C(=O)[C@]34CCCN24)o1	i	i	i	i	i	i	i	i	i	i	i
COc1cccc(CNC(=O)Cc2ccc(-c3ccccc3)cc2)c1	i	i	i	i	i	i	i	i	i	i	i
C=CCNC(=S)N1CC2(C)CN(C(=S)NCC=C)CC(C)(C1)C2=O	i	i	i	i	i	i	i	i	i	i	i
Nn1c(SCc2nc3ccccc3[nH]2)nnc1C1CCCCC1	i	i	i	i	i	i	i	i	i	i	i
